Screening results from PubChem BioAssay.
HIF-2a inh = HIF-2a inhibition; 786-0 RCC cells HIF-2a reporter, luciferase luminescence, overnight; inhibition, % at 18.8 µM; actives 0.72% (n = 360,000); AID 624352;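 active = inhibition of the luminescence signal of 40% or more relative to plate controls, in a single-dose primary screen at 18.75 µM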
MITF TRPM1 inh = reduces MITF-dependent TRPM1 promoter luciferase signal | SK-MEL-5 TRPM1 promoter luciferase, 24 h | inhibition, % at 12.5 µM | actives 0.83% (n = 330,000) | AID 488899;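 active = mean inhibition across replicates of 60% or more, whatever share of single replicates reaches that level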; note: values of inactives mirror those of a sister screen read the other way
KKLEB cytotox = reduces viability of KKLEB cystic fibrosis airway cells; KKLEB CF airway cells viability, ATPlite luminescence, overnight; hits give low values; cells stimulated with P. aeruginosa culture filtrate; activity change (cytotoxicity), % at 5 µM; actives 0.36% (n = 360,000);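 active = corrected activity change at or below -50% at 5 µM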
TROY signal inh = TROY signaling inhibition; Q293 LMP1-TROYcd NF-kB luciferase reporter, 4 h; inhibition, % at 10 µM; actives 0.98% (n = 360,000);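 active = compounds whose plate-normalised and pattern-corrected inhibition of the luciferase reporter signal at the single screening dose is 50% or more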
TWEAK Fn14 block = TWEAK-Fn14 signaling inhibition; actives 2% (n = 360,000); TWEAK-stimulated Fn14 reporter cells, luciferase luminescence, 8 h; inhibition, % at 10 µM; in the data active = inhibition above about 50%
NR2E3 ag-1 = NR2E3 (human) agonism; Q9Y5X4; GST-NR2E3/biotin-RetCOR TR-FRET, 1536-well; inhibition of corepressor binding, % at 4.78 µM; actives 0.12% (n = 320,000); AID 2300;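 active = percent inhibition above the cutoff of mean plus 3 SD of all tested compounds, set per screening campaign, cut at about 20% in these data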;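 note: 0% = DMSO wells and 100% = biotin wells as full block of FRET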
Target sequence (Q9Y5X4 whole entry, looked up): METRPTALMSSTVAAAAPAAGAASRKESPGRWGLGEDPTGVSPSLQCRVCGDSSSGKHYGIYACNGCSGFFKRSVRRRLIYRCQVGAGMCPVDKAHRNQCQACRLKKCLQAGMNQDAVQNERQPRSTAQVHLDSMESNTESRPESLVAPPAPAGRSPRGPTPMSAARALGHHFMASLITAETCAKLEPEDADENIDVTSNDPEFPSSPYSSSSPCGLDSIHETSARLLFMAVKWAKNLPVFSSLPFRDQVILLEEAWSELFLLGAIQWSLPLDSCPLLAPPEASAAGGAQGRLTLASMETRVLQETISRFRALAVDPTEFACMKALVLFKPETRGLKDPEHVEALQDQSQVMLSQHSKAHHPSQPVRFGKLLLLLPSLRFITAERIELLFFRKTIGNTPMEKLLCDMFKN
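system = GST-tagged NR2E3 plus biotinylated RetCOR corepressor | input = 1.35 nM GST-NR2E3 | also added = 7 nM biotin-RetCOR | schedule = 5 h incubation at 4 °C | measured by = TR-FRET with europium anti-GST and streptavidin-D2, 340 nm excitation | read-out = percent loss of FRET ratio relative to control wells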
CF NFkB block = inhibitors of cystic fibrosis induced NF-kB; KKLEB NF-kB-GFP reporter, PAF-induced, GFP fluorescence overnight; inhibition, % at 5 µM; actives 0.86% (n = 360,000);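 active = at least 50% inhibition at 5 µM, scaled per plate between neutral and stimulator controls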;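 note: PAF is a Pseudomonas aeruginosa culture filtrate used as stimulus; plate controls were PAF-stimulated DMSO wells for no effect and unstimulated DMSO wells for full effect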
Shn3 3UTR inh = inhibitors of Schnurri-3 3'UTR reporter in osteoblasts; Clone20 osteoblast Shn3 3'UTR firefly luciferase, 24 h; inhibition, % at 12.5 µM; actives 0.52% (n = 360,000); AID 588674;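 active = mean inhibition of at least 75% with every replicate also reaching 75%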;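 note: 0% = median of neutral control wells and 100% = pilot-screen positive control compound; some compounds past the cut are filed as inactive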
C8 TRAIL sens = sensitizes caspase-8 expressing cells to TRAIL; AID 624354; NB7+C8 cells + TRAIL, ATPlite viability luminescence; actives 1% (n = 360,000); inhibition (viability loss, TRAIL sensitization), % at 10 µM;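 active = compounds causing at least 50% loss of cell viability in the single-dose screen, relative to plate controls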
Peg3 prom inh = reduces Peg3 promoter-driven luciferase expression in HeLa; HeLa PEG-Prom luciferase reporter, luminescence, overnight; inhibition, % at 20 µM; actives 1.7% (n = 360,000); AID 588405;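 active = inhibition of at least 50% at 20 µM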
NR2E3 ag-2 = human photoreceptor-specific nuclear receptor agonism; AID 602229; CHO-S Gal4-NCOR/VP16-NR2E3 two-hybrid, luciferase; Q9Y5X4; inhibition of corepressor binding, % at 3.98 µM; actives 0.35% (n = 360,000);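 active = inhibition above the mean of all tested compounds plus 3 SD, cut at about 70% in these data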;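 note: 0% = DMSO with NR2E3 transfected cells and 100% = cells lacking NR2E3 construct; higher means lower luciferase signal from less NR2E3 corepressor binding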
* marks the source's active call; other numbers are inactive results; . = no result given. Not all compounds are listed. The share of hits here may be higher or lower than overall.

Each structure is followed by: NR2E3 ag-2	TROY signal inh	Shn3 3UTR inh	KKLEB cytotox	Peg3 prom inh	HIF-2a inh	TWEAK Fn14 block	C8 TRAIL sens	NR2E3 ag-1	CF NFkB block	MITF TRPM1 inh
- CC1CCN(C(=O)C2CCN(C(=O)c3ccc(C(C)(C)C)cc3)CC2)CC1
  33	-1	2	2	25	3	-6	0	2	2	17
- COc1ccc(CCN2C(=O)CC(N3CCN(S(=O)(=O)c4ccccc4)CC3)C2=O)cc1OC (configuration not stated)
  -14	-2	-2	3	5	13	2	-1	0	-13	2
- c1ccc(NNC2=NCCS2)cc1
  -24	-24	8	-4	13	5	2	-10	-1	-2	-5
- O=C(NCc1ccc(F)cc1)C1(S(=O)(=O)c2ccc(Cl)cc2)CC1
  -8	10	-5	8	9	24	0	12	5	-1	-5
- O=C(C(=C1NCCN1)n1cncn1)c1ccccc1
  -1	4	20	6	-8	13	0	-9	1	-10	0
- O=c1cc2c(nn1Cc1ccc(Cl)cc1Cl)-c1ccccc1CC2
  9	18	44	-10	13	17	7	-14	0	17	3
- NC(=S)N/N=C/c1ccc(-c2cc(Cl)ccc2Cl)o1
  -19	20	-14	5	5	-10	6	-2	-3	-30	18
- Cc1cc(Oc2ccc(=O)[nH]n2)nc(Cl)n1
  -18	2	-10	-22	12	11	-2	-14	-1	5	-11
- C/C(=N/NC(=O)c1cccc(N2CCCC2=O)c1)c1ccc(Br)cc1
  -26	0	9	2	-35	-26	-1	11	0	-5	-4
- Cc1c(Cc2ccc3c(c2)OCO3)sc(NC(=O)c2ccccc2)c1C(N)=O
  -44	-11	-36	12	-19	-61	14	3	-2	4	.
- O=C1CCC(=O)N1c1ccccc1OS(=O)(=O)c1ccccc1
  6	-6	0	2	11	4	-7	3	-2	10	-4
- CCOCCCNC(=O)c1cccs1
  -21	4	-26	5	-14	1	0	0	3	-4	1
- CC(=O)OCCOc1nc(N(C)C)nc(N(C)C)n1
  17	0	-3	-4	-5	3	-5	1	-1	-8	15
- CCOC(=O)N1CCN(C(=O)c2ccc3c(SCC(=O)O)c4c(nc3c2)CCCC4)CC1
  -24	3	-3	17	9	8	-17	4	2	-11	-7
- COc1ccc(NC(=O)COC(=O)c2c(C)noc2C)c(OC)c1
  -12	2	-18	-2	12	4	13	3	2	-2	17

Arranged by SMILES length (highest first): some entries from above.
Each structure is followed by: NR2E3 ag-2	TROY signal inh	Shn3 3UTR inh	KKLEB cytotox	Peg3 prom inh	HIF-2a inh	TWEAK Fn14 block	C8 TRAIL sens	NR2E3 ag-1	CF NFkB block	MITF TRPM1 inh
- COc1ccc(CCN2C(=O)CC(N3CCN(S(=O)(=O)c4ccccc4)CC3)C2=O)cc1OC (configuration not stated)
  -14	-2	-2	3	5	13	2	-1	0	-13	2
- CCOC(=O)N1CCN(C(=O)c2ccc3c(SCC(=O)O)c4c(nc3c2)CCCC4)CC1
  -24	3	-3	17	9	8	-17	4	2	-11	-7
- O=C(NCc1ccc(F)cc1)C1(S(=O)(=O)c2ccc(Cl)cc2)CC1
  -8	10	-5	8	9	24	0	12	5	-1	-5
- C/C(=N/NC(=O)c1cccc(N2CCCC2=O)c1)c1ccc(Br)cc1
  -26	0	9	2	-35	-26	-1	11	0	-5	-4
- O=c1cc2c(nn1Cc1ccc(Cl)cc1Cl)-c1ccccc1CC2
  9	18	44	-10	13	17	7	-14	0	17	3
- NC(=S)N/N=C/c1ccc(-c2cc(Cl)ccc2Cl)o1
  -19	20	-14	5	5	-10	6	-2	-3	-30	18
- CC(=O)OCCOc1nc(N(C)C)nc(N(C)C)n1
  17	0	-3	-4	-5	3	-5	1	-1	-8	15
- Cc1cc(Oc2ccc(=O)[nH]n2)nc(Cl)n1
  -18	2	-10	-22	12	11	-2	-14	-1	5	-11
- c1ccc(NNC2=NCCS2)cc1
  -24	-24	8	-4	13	5	2	-10	-1	-2	-5

(further entries)
Each structure is followed by: NR2E3 ag-2	TROY signal inh	Shn3 3UTR inh	KKLEB cytotox	Peg3 prom inh	HIF-2a inh	TWEAK Fn14 block	C8 TRAIL sens	NR2E3 ag-1	CF NFkB block	MITF TRPM1 inh
- CC(/C=N/NC(=O)Cc1cccn1C)=C\c1ccco1
  -30	13	0	10	-38	-24	2	0	-4	-24	-9
- Cc1c(CN2CCCC(C(=O)Nc3cccc(-n4cccn4)c3)C2)cnn1C (configuration not stated)
  -1	15	12	13	0	6	5	-11	1	-5	7
- CCO[C@H]1OC(C(=O)NCc2nc3ccccc3[nH]2)=C[C@@H](c2csc3ccccc23)[C@@H]1CCCO
  0	-10	9	-12	33	21	-9	12	1	-10	3
- COC(=O)Cc1c(C)c2ccc(OCC(C)=O)c(C)c2oc1=O
  -60	-9	-5	2	-165	-165	-16	30	-1	-5	-89
- CN1C(C(=O)NCc2ccc(OC(F)(F)F)cc2)CC2Cn3c(nc4ccccc43)C21 (configuration not stated)
  23	7	-15	10	0	13	11	-5	0	-4	-5
- COc1ccc(Nc2nnc(-c3ccccc3)c3ccccc23)cc1C(=O)N1CCCCC1
  27	4	29	-12	13	24	1	4	3	-7	8
- COc1ccc(OC)c(NC(=O)C2CC(=O)N(CCc3ccc(F)cc3)C2)c1 (configuration not stated)
  -16	-3	13	-6	0	3	8	-5	.	-10	-6
